miR122 inh: miR-122 Renilla sensor signal increase in Huh7, primary screen, miR-122 inhibitor project, cell-based, single point, plate reader; Huh7 miR-122 Renilla luciferase sensor, 48 h; neutral wells = 0, positive control = 100; activation (reporter increase), % at 12.5 µM; 340,000 tested, 0.3% active;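 active = mean replicate activation score at least 90 and every replicate individually at or above 90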;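 also: higher luciferase means less miR-122 activity so hits act as miR-122 inhibitors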
C2C12 statin: suppressors of statin myotoxicity in C2C12 myotubes, primary screen, cell-based, single point, plate reader. C2C12 myotubes + simvastatin, ATP luminescence, 48 h; scaled: DMSO 0, geranylgeraniol control 100. rescue of ATP level, % at 7.49 µM. 330,000 tested, 0.78% active;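 active = mean ATP rescue above about 67%, or every replicate alone reaching that limit, limit read from the data, passing the limit was not always enough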;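 also: myotubes were challenged with 10 µM simvastatin during compound exposure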
SIRT5 block: SIRT5 desuccinylase inhibitors, primary screen, biochemical, fluorescence imaging, single point, set 5; NAD-dependent protein deacylase sirtuin-5, mitochondrial (Homo sapiens), Q9NXA8; Purified SirT5, succinyl-peptide AMC, trypsin-coupled fluorescence; inhibition, % at 15 µM; 330,000 tested, 1.1% active; in the data active = inhibition above about 15%
Target sequence (Q9NXA8 whole entry, looked up): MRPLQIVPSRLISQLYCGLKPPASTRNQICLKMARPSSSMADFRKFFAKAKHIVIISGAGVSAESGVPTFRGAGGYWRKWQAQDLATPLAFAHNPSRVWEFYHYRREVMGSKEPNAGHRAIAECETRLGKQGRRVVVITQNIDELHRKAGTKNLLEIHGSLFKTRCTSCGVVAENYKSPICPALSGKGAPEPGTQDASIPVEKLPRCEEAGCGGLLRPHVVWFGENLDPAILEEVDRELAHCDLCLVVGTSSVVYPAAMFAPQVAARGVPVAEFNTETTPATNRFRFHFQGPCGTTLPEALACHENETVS
ARNT TACC3 PPI: disruptors of ARNT/TACC3 protein interaction, primary screen, biochemical, AlphaScreen, single concentration. Transforming acidic coiled-coil-containing protein 3 (Homo sapiens), Q9Y6A5. AlphaScreen His-ARNT PAS-B/GST-TACC3 binding, luminescence; TACC3 fragment carries E629A point mutation. inhibition, % at 9.99 µM. 390,000 tested, 0.66% active;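 active = mean inhibition of replicates at least 50% and at least half of replicates each reaching 50%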;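 also: 0% = complete ARNT plus TACC3 wells and 100% = ARNT alone without TACC3; many hits fall short of the cut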
Cneo AK release: Cryptococcus neoformans cell lysis inducers, primary screen, AK release luminescence, single concentration. AID 651654, 2012. 360,000 tested, 0.2% active. C. neoformans lysis, adenylate kinase release luminescence, 4 h; normalised: neutral wells 0, clomiphene wells 100. lysis activity, % at 15 µM;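 active = mean lysis activity across replicates of at least 80%, whatever share of replicates individually reach that level; inactive = mean lysis activity below 80%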
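Schedule: static 4 h at 37 °C with compound, 1 h detection; system: C. neoformans cells; benchmarks: Clomiphene as positive control; buffer or medium: fresh YPD medium; measure: luminescence rise reflecting yeast cell lysis; measured by: luminescent adenylate kinase detection reagent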
ERp5 inh: inhibitors of ERp5-driven insulin aggregation, primary screen, biochemical, turbidity, absorbance 650 nm, single point | inhibition, % at 9.99 µM | AID 651711, 2012 | 90 min | 350,000 tested, 0.05% active | Protein disulfide-isomerase A6 (Homo sapiens), Q15084;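 active = mean replicate inhibition above about 25%, with every replicate also reaching it, limit read from the data, passing the limit was not always enough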
Target sequence (Q15084 whole entry, looked up): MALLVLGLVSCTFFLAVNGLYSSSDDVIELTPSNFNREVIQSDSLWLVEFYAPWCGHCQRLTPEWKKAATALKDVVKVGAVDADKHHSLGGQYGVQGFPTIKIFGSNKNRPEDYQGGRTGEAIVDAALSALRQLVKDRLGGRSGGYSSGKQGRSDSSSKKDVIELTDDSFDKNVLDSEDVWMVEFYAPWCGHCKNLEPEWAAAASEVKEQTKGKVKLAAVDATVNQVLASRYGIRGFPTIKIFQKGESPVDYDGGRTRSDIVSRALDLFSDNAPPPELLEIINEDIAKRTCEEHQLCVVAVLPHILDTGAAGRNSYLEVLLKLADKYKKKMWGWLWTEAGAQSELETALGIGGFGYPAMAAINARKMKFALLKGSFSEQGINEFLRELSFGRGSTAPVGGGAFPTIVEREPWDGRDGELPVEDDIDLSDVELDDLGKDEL
esBAF inh: Bmi1 luciferase reporter increase in mESCs, primary screen, esBAF inhibitor project, mouse ES cells, Bmi1 luciferase knock-in, single point; 24 h; 100% = twice the neutral-well signal; reporter increase, % at 12.5 µM; 350,000 tested, 2% active; in the data active = activation above about 40%;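 also: 0% = median of the plate's neutral control wells and 100% = double that signal; a rise in the Bmi1 reporter signal indicates esBAF inhibition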
Numbers without * were called inactive; . = no result given; [ ] = remark or other dose.

Assay codes: A = miR122 inh; B = C2C12 statin; C = SIRT5 block; D = ARNT TACC3 PPI; E = Cneo AK release; F = ERp5 inh; G = esBAF inh
1: O=C(Cn1cnc2c(nnn2-c2ccccc2)c1=O)NCc1ccco1
  A: .; B: 4; C: 0; D: -4; E: -1; F: 2; G: 2

2: CCCCc1ccc(NC(=O)Nc2cccnc2)cc1
  A: .; B: -29; C: 5; D: -14; E: -4; F: -13; G: 51*

3: CC(=O)C[C@H]1c2ccccc2S(=O)(=O)N1C1CCCC1
  A: .; B: -9; C: 1; D: .; E: -1; F: -1; G: -6

4: COc1ccc(C(=O)NCC(=O)N/N=C(\C)Cc2ccccc2)cc1
  A: -4; B: 27; C: 0; D: -2; E: 2; F: 6; G: 6

5: N#Cc1c(SCC(=O)Nc2ccc(C(F)(F)F)cc2)sc2c(O)cc(=O)[nH]c12
  A: -4; B: 6; C: 2; D: -18; E: 1; F: 4; G: -1

6: O=C(COC(=O)Cn1[nH]c(=O)c2ccccc2c1=O)NNC(=O)c1ccc(Br)cc1
  A: 4; B: 4; C: 1; D: -3; E: 0; F: 0; G: -5

7: C[C@H]1CN([C@@H](C)CO)C(=O)c2cc(/C=C/c3ccccc3)cnc2O[C@@H]1CN(C)C(=O)c1ccccc1
  A: -4[16.7 µM]; B: 24; C: -13; D: 2; E: 4; F: -12; G: -1

8: C[C@@H]1CN([C@@H](C)CO)C(=O)Cc2cc(NC(=O)CCN3CCOCC3)ccc2O[C@@H]1CN(C)Cc1ccc2c(c1)OCO2
  A: 5[16.7 µM]; B: -8; C: 14; D: 1; E: 10; F: 3; G: -8

9: Cn1c(Cc2ccccc2)nnc1SCC(=O)N1CCCCC1
  A: 2; B: 3; C: .; D: -4; E: 2; F: .; G: 0

10: CCOc1ccc(NC(=O)N(C2CCCCC2)C2CCN(C(C)=O)CC2)cc1
  A: 4; B: -13; C: .; D: -2; E: -2; F: 5; G: -5

Profiles as entered above:
N#Cc1c(SCC(=O)Nc2ccc(C(F)(F)F)cc2)sc2c(O)cc(=O)[nH]c12 across the screens: miR122 inh = -4; C2C12 statin = 6; SIRT5 block = 2; ARNT TACC3 PPI = -18; Cneo AK release = 1; ERp5 inh = 4; esBAF inh = -1
C[C@H]1CN([C@@H](C)CO)C(=O)c2cc(/C=C/c3ccccc3)cnc2O[C@@H]1CN(C)C(=O)c1ccccc1 across the screens: miR122 inh = -4[16.7 µM]; C2C12 statin = 24; SIRT5 block = -13; ARNT TACC3 PPI = 2; Cneo AK release = 4; ERp5 inh = -12; esBAF inh = -1

Continuation:
Assay codes: A = miR122 inh; B = C2C12 statin; C = SIRT5 block; D = ARNT TACC3 PPI; E = Cneo AK release; F = ERp5 inh; G = esBAF inh
11: CC(=O)Nc1ccc(NC(=O)CCC(=O)OCC(=O)c2ccc(F)cc2)cc1
  A: .; B: 5; C: 0; D: 0; E: 0; F: .; G: -4

12: O=C1CCS/C(=N\N=C\c2ccc(Cl)cc2Cl)N1
  A: .; B: -17; C: -5; D: 0; E: .; F: 2; G: 30

13: COc1ccccc1CSc1nc2ccccc2[nH]1
  A: .; B: 13; C: -2; D: 4; E: -4; F: 3; G: 70*

14: CN(Cc1ccccc1)c1nc(CN2CCOCC2)nc2scc(-c3ccccc3)c12
  A: 2; B: 1; C: .; D: -1; E: 8; F: .; G: -7

15: Cc1ccc(N(C(=O)c2ccco2)C2C=CS(=O)(=O)C2)cc1 (configuration not stated)
  A: 3; B: .; C: 0; D: 3; E: .; F: -1; G: .

16: COC(=O)c1ccc(OCc2nn[nH]n2)cc1
  A: 2; B: 1; C: 0; D: 0; E: -2; F: 0; G: -2

17: Cc1cc(OCC(=O)Nc2ccc(OCc3ccccc3)cc2)nc(C(C)C)n1
  A: 10; B: 15; C: .; D: -11; E: -1; F: .; G: 8

18: CC1(C(=O)NS(=O)(=O)Cc2cccc(Cl)c2)CCN1C(=O)CCc1ccccc1 (configuration not stated)
  A: -1; B: -5; C: -1; D: .; E: 0; F: -4; G: 5

19: CC(C)NC(=O)Nc1ccc2c(c1)CC(=O)N([C@H](C)CO)C[C@@H](C)[C@H](CN(C)C(=O)Nc1ccc3c(c1)OCO3)O2
  A: 6[16.7 µM]; B: 15; C: 5; D: 10; E: 6; F: -7; G: 9

20: O=C(Nc1c(C(=O)Nc2cccc3ccccc23)cnn1-c1ccccc1)c1ccco1
  A: .; B: 2; C: 1; D: -6; E: -5; F: 3; G: -5

Three entries picked at random from those above:
Assay codes: A = miR122 inh; B = C2C12 statin; C = SIRT5 block; D = ARNT TACC3 PPI; E = Cneo AK release; F = ERp5 inh; G = esBAF inh
12: O=C1CCS/C(=N\N=C\c2ccc(Cl)cc2Cl)N1
  A: .; B: -17; C: -5; D: 0; E: .; F: 2; G: 30

20: O=C(Nc1c(C(=O)Nc2cccc3ccccc23)cnn1-c1ccccc1)c1ccco1
  A: .; B: 2; C: 1; D: -6; E: -5; F: 3; G: -5

13: COc1ccccc1CSc1nc2ccccc2[nH]1
  A: .; B: 13; C: -2; D: 4; E: -4; F: 3; G: 70*

Remaining list, next part
Assay codes: A = miR122 inh; B = C2C12 statin; C = SIRT5 block; D = ARNT TACC3 PPI; E = Cneo AK release; F = ERp5 inh; G = esBAF inh
21: CC(C)(C)c1cc(C(=O)CCN2CCOCC2)cc(C(C)(C)C)c1O
  A: -6; B: 7; C: -3; D: 0; E: 5; F: 6; G: -1

22: O=C(NCCC1CCCCN1S(=O)(=O)c1cccs1)C(=O)Nc1ccc(F)cc1F (configuration not stated)
  A: .; B: 0; C: -6; D: 7; E: 0; F: -1; G: 0

23: Cc1oc(-c2cccs2)nc1CN1CCC(CO)(CCOc2ccccc2)CC1
  A: .; B: .; C: -5; D: -1; E: .; F: 2; G: .

24: C[C@H]1CN([C@@H](C)CO)C(=O)Cc2cc(NS(C)(=O)=O)ccc2O[C@@H]1CN(C)C(=O)Nc1ccc2c(c1)OCO2
  A: 0[16.7 µM]; B: -29; C: 3; D: .; E: 1; F: 6; G: 0

25: CC1CC(C)CN(S(=O)(=O)c2ccc(C(=O)N3CCOCC3)cc2)C1 (configuration not stated)
  A: 5; B: 4; C: -6; D: -3; E: 0; F: -1; G: -1

26: Cc1ccc(C(=O)NCc2cccs2)cc1S(=O)(=O)N1CCCCC1
  A: .; B: 17; C: -6; D: 3; E: -1; F: 0; G: -3

27: COc1cc(NC(=S)N2CCC(C(O)(c3ccccc3)c3ccccc3)CC2)cc(OC)c1
  A: 2; B: 14; C: 0; D: 9; E: 0; F: 14; G: -3

28: Cc1ccc([C@@H]2[C@@H]3C(=O)N(C)C(=O)[C@@H]3[C@]3(C)C(=O)N(CCO)CC(=O)N23)o1
  A: -4; B: 6; C: 4; D: -3; E: -1; F: -2; G: 8

29: C[C@@H]1CN([C@@H](C)CO)S(=O)(=O)c2ccc(C3=CCCC3)cc2O[C@@H]1CN(C)C(=O)c1ccccc1
  A: -16[16.7 µM]; B: -64; C: -2; D: -5; E: 0; F: 1; G: -4

30: CC(=O)N1[C@H](C(=O)NCC2CC2)[C@@H](CO)[C@@H]2Cn3c(ccc(-c4cccc(F)c4)c3=O)[C@@H]21
  A: -3[16.7 µM]; B: 28; C: -20; D: -6; E: -1; F: 3; G: 2

31: COc1ccc(CNC(=O)CN=C2NC(=O)C(c3ccccc3)(c3ccccc3)N2)cc1
  A: -2; B: .; C: .; D: -1; E: 0; F: .; G: .

32: Cc1noc(C)c1S(=O)(=O)NC(=O)C1(C)CCN1C(=O)Cc1ccc(-c2ccccc2)cc1 (configuration not stated)
  A: -5; B: -8; C: .; D: .; E: -1; F: -2; G: 2

33: CCC1=Nc2cc(C(=O)NCCCN3CCN(C)CC3)ccc2Sc2ccccc21
  A: -7; B: -13; C: -2; D: -28; E: 5; F: -4; G: -8

34: CSc1ccc(S(=O)(=O)N(CC(=O)NN=C2CCN(C)CC2)c2ccc(C)cc2)cc1
  A: -7; B: 1; C: -4; D: .; E: 2; F: 5; G: 11

35: COc1ccc(/C=N/n2c(-c3cc(C)[nH]n3)n[nH]c2=S)cc1
  A: .; B: .; C: 0; D: -1; E: .; F: 3; G: .

36: Cc1ccc(Sc2cc(Cl)nc(N)n2)cc1
  A: -4; B: .; C: .; D: -4; E: -1; F: .; G: .

37: CCOc1cc(/C=N/n2cnnc2)c(Br)cc1O
  A: -2; B: 3; C: .; D: 8; E: 1; F: .; G: 2

38: COc1ccc(CCNS(=O)(=O)c2cc3c4c(c2)CC(=O)N4CCC3)cc1
  A: 3; B: 7; C: -4; D: 1; E: 4; F: 1; G: 1

Screens as filed in PubChem BioAssay.
